Screening data from PubChem.
APP transl inh: APP translation inhibition; SH-SY5Y APP 5'UTR-luciferase reporter, luminescence; AID 1285; hit rate 0.82% among 190,000; inhibition, % at 2 µM;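 active = inhibition above a set limit, derived from the sample mean plus 3 SD, cut at about 45% in these data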; also: values of inactives mirror those of a sister screen read the other way
STAT3 inh: reduces IL-6 driven STAT3 reporter signal | AID 862 | inhibition, % at 5.5 µM | U3A cells, IL-6 STAT3-luciferase reporter, luminescence; host cell line lacks STAT1 | hit rate 0.89% among 190,000;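 active = inhibition above the mean inhibition across all screened compounds plus 3 SD, cut at about 44% in these data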;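 also: 0% = DMSO only wells and 100% = 100 µM nifuroxazide control wells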
Hsp70 activator: transcriptional activators of Hsp70. HeLa Hsp70 promoter luciferase reporter, luminescence; scaled: vehicle 0, proteasome-inhibitor control 100%. activation, % at 10 µM. hit rate 0.04% among 200,000. AID 1203;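 active = activation above the mean across all tested compounds plus 3 SD, cutoff set per campaign, cut at about 5.5% in these data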;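 also: 100% = MG132 at 30 µM as the positive control and 0% = DMSO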
APP 5'UTR act: APP 5'UTR luciferase reporter activation; activation, % at 2 µM; AID 1276; hit rate 1% among 190,000; SH-SY5Y APP 5'UTR luciferase reporter, luminescence; zero percent = DMSO vehicle wells;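 active = activation above a set limit, based on mean plus 3 SD of controls, cut at about 140% in these data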; also: values of inactives mirror those of a sister screen read the other way
STAT3 activator: activators of IL-6 induced STAT3 signaling; U3A cells, IL-6 STAT3-luciferase reporter, luminescence; 100% = signal with IL-6 EC80 alone; activation (% of control), % at 5.6 µM; hit rate 0.91% among 190,000; AID 871;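 active = activation above the screen-wide mean of compound activation plus 3 SD, cut at about 130% in these data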;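 also: 0% = background luminescence of wells with medium and substrate only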
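Material: human STAT1-deficient U3A cells with stable STAT3-luciferase reporter / Probe or stimulus: IL-6 stimulus at 33 ng/mL final / Schedule: 1 h compound pre-exposure, 6 h IL-6 stimulation, 37 °C / Technique: luminescence / Read-out basis: percent of IL-6-only median luminescence / Control set: IL-6-only high control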
FLuc inh counter: inhibits firefly luciferase, flagging false hits in luciferase inhibition screens. P08659. ATPLite firefly luciferase biochemical luminescence, 10 min. inhibition, % at 10 µM. hit rate 1.5% among 200,000. AID 1006;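 active = inhibition above about 50% when tested at 10 µM, limit read from the data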
Target sequence (P08659 whole entry, looked up): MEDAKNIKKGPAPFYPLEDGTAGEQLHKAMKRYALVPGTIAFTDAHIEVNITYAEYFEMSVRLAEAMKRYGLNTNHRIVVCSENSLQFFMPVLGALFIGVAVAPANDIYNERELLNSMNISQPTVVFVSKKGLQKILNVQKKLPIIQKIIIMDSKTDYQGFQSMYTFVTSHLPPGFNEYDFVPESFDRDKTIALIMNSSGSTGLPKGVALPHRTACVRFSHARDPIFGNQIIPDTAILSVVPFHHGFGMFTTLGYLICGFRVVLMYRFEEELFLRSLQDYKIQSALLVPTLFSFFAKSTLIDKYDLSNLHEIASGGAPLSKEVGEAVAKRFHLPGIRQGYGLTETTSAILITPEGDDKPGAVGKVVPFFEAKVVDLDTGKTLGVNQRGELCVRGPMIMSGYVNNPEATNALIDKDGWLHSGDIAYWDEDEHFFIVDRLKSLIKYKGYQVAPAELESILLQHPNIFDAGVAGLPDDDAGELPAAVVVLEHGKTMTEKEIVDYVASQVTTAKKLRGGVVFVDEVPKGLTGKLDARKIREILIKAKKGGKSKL
STAT1 activator: activators of IFN-gamma induced STAT1 signaling; activation (% of control), % at 5.5 µM; hit rate 2.6% among 200,000; AID 932; NIH 3T3 STAT1-luciferase reporter, luminescence; 100% = IFN-gamma alone, no compound;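 active = activation above the screen-wide mean activation plus 3 SD, cut at about 130% in these data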;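 also: raw ratio to IFN-gamma control signal so 100% means no change and 0% no light; values of inactives mirror those of a sister screen read the other way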
NF-kB expr up: NF-kB expression increase, human neuronal cells | NF-kB reporter expression; active compounds read high | fold change at 12.5 µM | hit rate 1.6% among 190,000; in the data active = fold change above about 3.3
RAM network inh: yeast RAM network inhibition | S. cerevisiae dse1pr::URA3 reporter, 5-FOA growth OD615, 2 d; analog-sensitive cbk1-as2 kinase mutant strain | inhibition, % at 50 µM | hit rate 1.8% among 190,000;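 active = inhibition above a set limit, 3 SD over mean compound inhibition, cut at about 8.4% in these data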;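 also: 0% = DMSO-only wells with no growth and 100% = 10 µM 1-NA-PP1 full growth; inhibition rescues growth on 5-FOA so higher OD means more RAM inhibition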
STAT1 inh: reduces IFN-gamma driven STAT1 reporter signal. NIH 3T3 STAT1-luciferase reporter, luminescence. AID 920. hit rate 0.35% among 200,000. inhibition, % at 5.5 µM;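 active = inhibition above a set limit, the mean inhibition across all tested compounds plus 3 SD, cut at about 34% in these data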;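 also: 0% = IFN-gamma with DMSO and 100% = IFN-gamma with 300 µM nifuroxazide; values of inactives mirror those of a sister screen read the other way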
The depositor's hits bear a star; . = not tested or not shown.

SMILES	APP transl inh	STAT3 inh	Hsp70 activator	APP 5'UTR act	STAT3 activator	FLuc inh counter	STAT1 activator	NF-kB expr up	RAM network inh	STAT1 inh
COC(=O)c1ccc(CN2CCN(CC=C(C)C)C(CCO)C2)cc1 (configuration not stated)	14.2	5.3	-0.2	-14.2	96.9	-1.4	93.2	1.09	0.2	6.2
CCCCC(=O)Nc1ccc(NC(=S)NC(=O)CC)cc1OC	-12.0	-0.7	-0.3	12.0	102.8	-2.9	107.0	0.96	-0.8	-7.9
COCc1cc(C(C)=O)ccc1OC	-3.3	1.2	-0.1	3.3	101.9	-11.6	98.5	1.05	-0.1	1.6
Clc1ccc(-c2ccnc(Oc3cc(Cl)ccc3Cl)n2)cc1	1.6	9.3	-0.2	-1.6	95.8	-8.2	95.2	1.03	4.7	5.2
Cc1ccc(C)n1NC(=O)c1ccccc1Cl	-2.0	7.5	-0.2	2.0	93.2	-8.4	95.3	1.08	0.8	5.1
O=Cc1c(N2CCCCC2)nc2ccccn2c1=O	-24.9	6.4	0.3	24.9	96.5	0.8	102.2	0.99	0.9	-4.3
O=C(CSc1nc(-c2ccco2)cc(C(F)(F)F)n1)N1CCCc2ccccc21	3.9	-8.0	-0.8	-3.9	108.8	-4.5	100.0	1.59	3.1	0.0
COc1cccc(CN(C)C(=O)c2csc3c2CCCC3)c1OC	-5.8	-7.2	0.1	5.8	112.8	-4.3	100.8	1.18	0.3	-2.9
CCC1(C)Cc2c(sc3nnn(Cc4ccccc4Cl)c(=O)c23)CO1 (configuration not stated)	5.7	13.6	-0.3	-5.7	98.0	-3.4	102.0	0.78	7.2	-2.2
CCOC(=O)C1=C(C)N(c2ccccc2)C(=O)/C1=C\c1ccco1	5.8	-0.4	-0.3	-5.8	98.5	1.8	92.8	1.04	5.1	8.1
CCOC(=O)c1cn(Cc2cccc(Cl)c2)nn1	-20.3	11.4	-0.1	20.3	90.7	-3.2	87.9	1.08	1.6	13.8
O=C(Nc1ccccc1OC(F)F)C1CCCN1C(=O)c1cccs1 (configuration not stated)	-1.1	-1.7	-0.3	1.1	101.4	-4.0	101.2	1.05	-0.5	-1.3
Cc1ccc(NC(=O)CSCc2c(C)noc2C)cc1C	3.8	2.1	-0.5	-3.8	100.4	-3.7	102.0	1.24	-0.8	-2.2
CCC(=O)Nc1nnc(SCC(=O)Nc2ccc(F)cc2)s1	-15.1	1.3	-0.4	15.1	104.4	-5.4	96.3	1.11	3.0	4.0
CC1(C)Cc2c(sc3nc(SCC(=O)N4CCOCC4)nc(N)c23)CO1	1.9	7.6	-0.4	-1.9	98.9	1.0	89.5	1.13	1.5	10.2
COc1ccc(/C=N/NC(=O)c2snnc2C)c(OC)c1OC	1.7	11.9	0.0	-1.7	93.7	-4.8	98.6	1.23	2.8	1.4
Cc1oc2ccc(OC(=O)c3cccs3)cc2c1C(=O)OC(C)C	-29.6	6.7	-0.2	29.6	97.3	-1.2	103.3	1.34	14.4*	-3.6
c1ccc(-n2c(SCC3CCCCO3)nnc2-c2cnccn2)cc1 (configuration not stated)	-28.4	3.5	0.0	28.4	99.6	-1.6	101.7	1.08	-0.8	-2.0
C=CCc1cccc2cc(C(=O)NCc3ccc(C(=O)OCC)o3)c(=O)oc12	6.4	-5.3	-0.4	-6.4	104.3	-4.5	113.8	1.11	4.6	-8.9
Cc1ccc(Cn2ccc(NC(=O)c3cc(-c4ccc(Br)cc4)on3)n2)cc1	1.6	13.9	0.0	-1.6	88.8	-4.9	97.7	1.23	-1.2	2.5
Cc1c(O)ccc2c3c(c(=O)oc12)CCC(C)C3 (configuration not stated)	-9.0	15.8	-0.1	.	89.2	-3.6	96.8	1.05	1.6	6.5
CCCc1ccc(OCC(O)CN2CCN(c3ccccc3)CC2)cc1 (configuration not stated)	-10.0	14.6	-0.3	10.0	92.0	-7.0	99.6	0.84	0.2	0.5
CCN(CC)CC#CC(C)OCOCC#CCOC (configuration not stated)	-4.4	4.1	0.0	4.4	100.2	-6.7	111.0	0.77	-0.1	-12.1
Cc1cc(C)nc(NC(=O)Nc2ccccc2C(F)(F)F)n1	-5.2	15.4	-0.2	5.2	90.7	8.9	108.6	1.74	1.4	-7.7
COc1ccc(S(=O)(=O)N(C)CC(=O)Nc2ccccc2C(F)(F)F)cc1Cl	10.8	0.1	-0.2	-10.8	106.1	-4.8	110.4	1.29	1.4	-11.2
CCCNC(=O)COC(=O)CCC(=O)c1cccs1	-19.0	12.0	-0.3	19.0	91.5	-5.8	93.4	1.16	2.2	7.4
Cc1cccc(C)c1NC(=S)N(c1ccccc1)C(C)C	1.8	-5.7	-0.4	-1.8	107.8	-7.3	92.2	1.06	2.3	8.6
O=C(NC(Cc1ccccc1)C(=O)O)c1ccc(S(=O)(=O)N2CCCCC2)cc1 (configuration not stated)	-7.5	-7.8	0.2	7.5	103.8	-6.3	102.2	0.9	2.5	-2.4
COc1cccc(C(=O)NCCSc2ccc(F)cc2)c1	-47.2	-11.8	0.4	47.2	111.7	2.3	138.5*	4.76*	1.2	-42.1
O=[N+]([O-])c1cc(/C=N/n2cnnc2)ccc1N1CCCC1	-0.1	8.4	-0.2	0.1	98.2	1.5	95.9	1.19	1.5	2.4

An excerpt from above, reduced to STAT1 inh, NF-kB expr up and APP 5'UTR act:
| SMILES | STAT1 inh | NF-kB expr up | APP 5'UTR act |
| --- | --- | --- | --- |
| CCCc1ccc(OCC(O)CN2CCN(c3ccccc3)CC2)cc1 (configuration not stated) | 0.5 | 0.84 | 10.0 |
| CCN(CC)CC#CC(C)OCOCC#CCOC (configuration not stated) | -12.1 | 0.77 | 4.4 |
| Cc1cc(C)nc(NC(=O)Nc2ccccc2C(F)(F)F)n1 | -7.7 | 1.74 | 5.2 |
| COc1ccc(S(=O)(=O)N(C)CC(=O)Nc2ccccc2C(F)(F)F)cc1Cl | -11.2 | 1.29 | -10.8 |

Three consecutive compounds from above, for reference:
SMILES	APP transl inh	STAT3 inh	Hsp70 activator	APP 5'UTR act	STAT3 activator	FLuc inh counter	STAT1 activator	NF-kB expr up	RAM network inh	STAT1 inh
Cc1ccc(NC(=O)CSCc2c(C)noc2C)cc1C	3.8	2.1	-0.5	-3.8	100.4	-3.7	102.0	1.24	-0.8	-2.2
CCC(=O)Nc1nnc(SCC(=O)Nc2ccc(F)cc2)s1	-15.1	1.3	-0.4	15.1	104.4	-5.4	96.3	1.11	3.0	4.0
CC1(C)Cc2c(sc3nc(SCC(=O)N4CCOCC4)nc(N)c23)CO1	1.9	7.6	-0.4	-1.9	98.9	1.0	89.5	1.13	1.5	10.2

Continuation.
SMILES	APP transl inh	STAT3 inh	Hsp70 activator	APP 5'UTR act	STAT3 activator	FLuc inh counter	STAT1 activator	NF-kB expr up	RAM network inh	STAT1 inh
Fc1ccc(-c2cc(C(F)(F)F)n3ncnc3n2)cc1	0.0	20.7	0.0	0.0	90.0	-4.6	105.2	1.18	2.2	-7.5
C=CCn1c(SCC(=O)Nc2cccc3ccccc23)nc(O)c(CC)c1=O	11.9	-8.5	-0.2	-11.9	107.3	-2.2	110.1	1.01	1.1	-11.0
O=C(NCc1cccs1)c1nc2c(nnn2Cc2ccccc2Cl)c(=O)[nH]1	-4.3	35.7	0.0	4.3	72.1	1.4	113.4	1	1.8	-14.4
Cc1cc(C(=O)C(=O)N(C)C)c(C)n1-c1ccc(Cl)c(Cl)c1	-3.2	4.1	-0.3	3.2	102.4	0.7	93.9	0.97	1.2	5.2
CCCCC(=O)Nc1cc(C(=O)NCCc2ccccc2)ccc1Cl	-60.9	-13.5	-0.1	60.9	115.0	-5.4	115.5	1.37	0.8	-17.3
COc1ccc(NC(=O)Cn2nnc(-c3ccccc3F)n2)cc1	-13.9	-3.3	-0.2	13.9	106.6	-2.7	99.9	1.65	5.2	0.1
CC1(C)CC(=O)C2=C(C1)OC(=O)C2(NC(=O)c1cccs1)C(F)(F)F (configuration not stated)	-3.0	8.3	-0.1	3.0	95.4	-1.2	95.0	1.24	0.3	5.5
O=S(=O)(c1ccc(F)cc1)N1CCN(C(=S)NC2CCCC2)CC1	7.7	-2.6	-0.2	-7.7	100.0	-9.5	96.4	1.19	1.9	4.0
COCCN(CC(=O)Nc1ccccc1C)S(=O)(=O)c1ccc(S(=O)(=O)N2CCCC2)cc1	6.4	-0.3	-0.2	-6.4	101.8	-7.7	98.6	1.3	9.6*	1.6
Cc1cc(C)n(-c2ccn(Cc3ccc(Cl)cc3Cl)c(=O)n2)n1	-3.8	21.9	-0.1	3.8	84.8	-1.8	98.5	0.65	3.0	1.6
COc1ccc(Cl)cc1C(=O)NNC(=S)NC(=O)/C=C/c1ccco1	17.2	-9.1	-0.3	-17.2	112.3	-7.7	102.1	1.25	6.2	-0.5
COCc1nnc(NC(=O)c2ccccc2[N+](=O)[O-])s1	16.6	-1.5	-0.5	-16.6	103.6	0.3	103.3	1.31	1.3	-3.7
Cc1cc(NC(=O)c2cccs2)ccc1NC(=O)Cc1ccccc1	-12.9	3.3	-0.1	12.9	99.0	2.4	97.2	1.29	2.9	2.8
Cc1cccc(N(CC(=O)N2CCN(c3ccc(F)cc3)CC2)S(C)(=O)=O)c1C	-16.8	7.0	-0.3	16.8	96.0	-3.5	93.3	1.08	1.0	5.4
COCCCN1C(=O)C(=O)/C(=C(/O)c2ccc(OC(C)C)cc2)C1c1ccncc1 (configuration not stated)	-6.6	-10.1	-0.3	6.6	114.4	-7.3	104.3	1.36	0.6	-3.2
Cc1ccc(C(=O)NNC(=O)c2ccccc2-n2cccc2)cc1	13.1	5.6	0.3	-13.1	97.1	0.6	103.4	0.99	1.5	-5.2
N#CC1(P(=O)(c2ccccc2)c2ccccc2)CC1	-6.1	9.5	-0.1	6.1	96.9	-5.3	102.8	0.96	1.4	-3.0
Cc1onc(-c2c(F)cccc2Cl)c1C(=O)Nc1nnc(-c2ccccc2)s1	-12.0	0.4	-0.1	12.0	101.0	-7.5	100.3	0.93	2.7	-0.3
